Assay outcomes from PubChem.
PI4K2A inh – inhibitors of human PI4K2A | Q9BTU6 | AID 1346378 | 420,000 compounds, 0.13% hits | activity change, negative = inhibition, % at 76.9 µM | purified PI4K2A, ADP-Glo luminescence, 1 h; stronger effect = lower value; in the data active means activity change below about -50%; inconclusive means mostly about -30% to -49%;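 further: -100% = wells without enzyme as full effect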
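PI4K2A activity was measured by ADP-Glo luminescence: enzyme (4 ug/mL stock) and phosphatidylinositol (1.2 mM stock) in Tris pH 7.5/MgCl2/EGTA/Triton X-100 buffer were reacted with ATP (300 microM stock) for one hour at ambient temperature.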
G9a block – blocks human histone lysine methyltransferase G9a; G9a H3K9 monomethylation, AlphaScreen, 2 h; Potency, µM (doses to about 102 µM), without a hit: top-dose activity, negative = inhibition, usual class: inhibitors; 350,000 compounds, 8.8% hits; further: potency means the concentration at half of the fitted maximal effect; on the % scale 0 is the no-effect control and ±100 the full control effect; nearly all actives have a fitted effect of over 75% in size
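Methyltransferase reactions run at room temperature for 2 h (20 nM enzyme, 500 nM biotin-H3K9 peptide, 20 uM SAM) after a 15 min compound preincubation; product detected by AlphaScreen beads and anti-H3K9me1 antibody.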
GLS inhibitor – blocks human kidney-isoform glutaminase activity. GLS enzymatic activity, qHTS titration. 410,000 compounds, 0.21% hits. O94925. Potency, µM (highest dose often 45.5 µM), inactives show top-dose activity change, negative = inhibition, usual class: inhibitors; further: potency means the concentration at half of the fitted maximal effect; on the % scale 0 is the no-effect control and ±100 the full control effect
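Read-out is an Amplex red fluorescence increase coupled through glutamate oxidase and HRP, measured before and after 30 min room-temperature incubation. hKGA is in 45 mM KH2PO4 (pH 8.2) with 0.02% Tween-20; glutamine added as 1mM solution.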
Tb PGK inh – blocks T. brucei phosphoglycerate kinase | PGK/GAPDH coupled, Kinase-Glo luminescence, 60 min | Potency, µM (titrated, usually from 57.5 µM), inactives show at the top dose activity change, negative = inhibition, usual class: inhibitors | 380,000 compounds, 0.043% hits; further: potency means the concentration at half of the fitted maximal effect; on the % scale 0 is the no-effect control and ±100 the full control effect; nearly all actives have a fitted effect of over 60% in size
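Recombinant glycosomal PGK reaction used 1,3-bisphosphoglycerate generated in-well by GAPDH (100nM final) in 100mM TEA pH 7.6, 5mM MgCl2, 0.01% Tween-20. After 60 minutes at room temperature, ATP was read by Kinase-Glo Plus luminescence end-point.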
ERG Ets-DNA blk – blocks human ERG Ets domain binding to DNA; P11308; fluorescence polarization, His-ERG Ets domain / labelled DNA; Potency, µM (top dose mostly 76.9 µM), for the others: top-dose FP activity, negative = inhibition, hits mostly inhibitors; 370,000 compounds, 0.028% hits; active means well fitted inhibition curve with a large enough effect in the polarisation, with a control signal flat; inconclusive means small, poorly fitted or top-dose-only effect, or effect the other way, or a change in a side signal; inactive means no such curve, though single readings can be large or run the other way; the % refers to the polarisation;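 further: polarization taken with two DNA probes labelled with fluorescein and Texas red; potency means the concentration at half of the fitted maximal effect; % of control where 0% means no effect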
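His-tagged ERG Ets domain (1 uM in the protein solution; 300mM KCl, 50mM Tris-HCl, 1mM EDTA, 1mM DTT, pH 7.5) received compound, then a probe mix of 5 nM fluorescein-DNA and 100nM Texas-615-DNA. Fluorescence polarization was read for both dyes.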
Pin1 inh – blocks the human prolyl isomerase Pin1; AID 504891; 390,000 compounds, 0.009% hits; Potency, µM (series often up to 115 µM), without a hit: top-dose activity, negative = inhibition, actives largely listed as inhibitors; Pin1 FP peptide displacement, HiFluor488, 10 min; active means well fitted inhibition curve with a large enough effect in the polarisation, with a control signal flat, not every such curve was filed as active; inconclusive means small, poorly fitted or top-dose-only effect, or effect the other way, or a change in a side signal; inactive means no such curve, though single readings can be large or run the other way; the % refers to the polarisation; further: potency means the concentration at half of the fitted maximal effect; on the % scale 0 is the no-effect control and ±100 the full control effect
BAZ2B inh – inhibitors of human BAZ2B bromodomain. AID 504333. AlphaScreen BAZ2B-H3K14Ac peptide displacement. 360,000 compounds, 4.4% hits. Potency, µM (top dose mostly 114 µM), without a hit: at the highest dose activity change, negative = inhibition, most hits filed as inhibitors. Q9UIF8; further: potency means the concentration at half of the fitted maximal effect; on the % scale 0 is the no-effect control and ±100 the full control effect; nearly all actives have a fitted effect of over 60% in size
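Compounds, titrated to a top concentration of 110 uM, were incubated 30 min at room temperature with preformed BAZ2B/acetyl-K14 H3 peptide complex (50 nM each). Proximity signal was measured by AlphaScreen after 20 min with beads.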
HP1b binding inh – inhibitors of HP1-beta chromodomain binding to methylated histone tails. 390,000 compounds, 0.56% hits. P83916. Potency, µM (highest dose often 114 µM), for the others: top-dose activity change, negative = inhibition, usual class: inhibitors. AlphaScreen HP1-beta / biotin-H3K9me3 peptide binding; further: potency means the concentration at half of the fitted maximal effect; nearly all actives have a fitted effect of over 70% in size; inactives centre near 23
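Compound inhibition of the preformed complex between 50 nM HP1-beta and 50 nM biotinylated H3K9me3 peptide was read by AlphaScreen. Buffer was PBS pH 7.4 with 0.01% Tween-20. Incubations ran 30 min at room temperature, with 10 ug/mL donor/acceptor beads.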
JMJD2A Tudor inh – inhibitors of human JMJD2A Tudor domain. AlphaScreen JMJD2A-Tudor / H3K4me3 peptide binding. 390,000 compounds, 4.4% hits. AID 504339. O75164. Potency, µM (doses to about 114 µM), inactives show top-dose activity change, negative = inhibition, usual class: inhibitors; further: potency means the concentration at half of the fitted maximal effect; on the % scale 0 is the no-effect control and ±100 the full control effect; nearly all actives have a fitted effect of over 50% in size
Target sequence (O75164 whole entry, looked up, the tested form may be a part): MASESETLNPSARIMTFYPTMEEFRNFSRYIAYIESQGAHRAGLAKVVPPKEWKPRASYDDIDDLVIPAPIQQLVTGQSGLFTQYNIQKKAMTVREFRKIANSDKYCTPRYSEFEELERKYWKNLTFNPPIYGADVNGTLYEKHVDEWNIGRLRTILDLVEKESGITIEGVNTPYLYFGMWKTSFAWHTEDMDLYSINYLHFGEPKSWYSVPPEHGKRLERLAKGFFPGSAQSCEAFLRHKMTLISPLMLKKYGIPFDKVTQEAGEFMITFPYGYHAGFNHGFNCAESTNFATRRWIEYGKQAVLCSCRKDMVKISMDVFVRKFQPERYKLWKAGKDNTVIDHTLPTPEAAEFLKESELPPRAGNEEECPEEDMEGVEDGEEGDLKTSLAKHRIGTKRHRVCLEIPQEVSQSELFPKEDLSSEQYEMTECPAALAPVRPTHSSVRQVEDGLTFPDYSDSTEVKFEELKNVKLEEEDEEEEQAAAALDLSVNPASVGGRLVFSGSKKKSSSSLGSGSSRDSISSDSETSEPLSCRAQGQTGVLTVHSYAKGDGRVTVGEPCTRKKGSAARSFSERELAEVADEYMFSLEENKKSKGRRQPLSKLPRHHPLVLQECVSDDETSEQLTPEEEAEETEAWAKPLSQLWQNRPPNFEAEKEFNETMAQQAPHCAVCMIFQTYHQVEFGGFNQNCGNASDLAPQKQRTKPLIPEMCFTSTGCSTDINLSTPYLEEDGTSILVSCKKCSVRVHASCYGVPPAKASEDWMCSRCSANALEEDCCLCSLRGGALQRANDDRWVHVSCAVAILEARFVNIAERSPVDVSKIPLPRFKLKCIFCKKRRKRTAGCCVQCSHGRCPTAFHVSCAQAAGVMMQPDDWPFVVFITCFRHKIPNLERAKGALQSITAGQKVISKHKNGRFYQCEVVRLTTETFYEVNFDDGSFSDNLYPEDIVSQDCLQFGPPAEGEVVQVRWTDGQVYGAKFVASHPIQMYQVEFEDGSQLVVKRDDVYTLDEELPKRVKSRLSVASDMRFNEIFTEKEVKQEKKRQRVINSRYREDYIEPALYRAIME
* marks the source's active call; other numbers are inactive results; i = inactive; ? = inconclusive; / = no result given; & = joins results of further samples; [ ] = dose if it differs, or a comment. Unless noted, the call rests on the fitted dose curve; in most records, active means well fitted curve in the direction sought with a large enough effect; inconclusive means small, poorly fitted or top-dose-only effect, or another doubt; inactive means no such curve, though single readings can be large; an effect the other way counts as inactive or inconclusive. This is a random part of the collection; any-hit rate near 11%.

SMILES	PI4K2A inh	G9a block	GLS inhibitor	Tb PGK inh	ERG Ets-DNA blk	Pin1 inh	BAZ2B inh	HP1b binding inh	JMJD2A Tudor inh
CN(CC(=O)O/N=C(\N)c1ccc(Br)cc1)S(=O)(=O)c1ccccc1	3	/	-1%	1%	-4%	16%	-9%	15%	-14%
Cc1cc(C)c(NC(=O)C(C)n2c(=O)cc(-c3ccccc3)c3c(C)nn(C)c32)c(C)c1 (centres undefined)	-3	4%[59 µM]	-5%	-3%	-7%	-3%	1%	70%[activator]	-13%
COc1ccc(/C=N/NC(=O)c2ccc(O)cc2O)cc1CSc1ccccn1	-1	50µM*	?	?	0%	?	56µM*	?	?
CCCCc1ccc(NC(=O)N[C@H](C(=O)O)C(C)C)cc1	-7	-11%[59 µM]	5%	0%	7%	-1%	11%	26%	-5%
O=C(Cc1c(F)c(F)c(F)c(F)c1F)OC12CC3CC(C1)C(=O)C(C3)C2	-1	-24%[59 µM]	-7%	3%[11.5 µM]	/	-2%	-9%	58%[activator]	7%
COc1cccc(NC(=O)Cn2c(=O)n(-c3ccc(Cl)cc3)c(=O)c3sc4ccccc4c32)c1	1	-25%[59 µM]	-7%	1%	-3%	18%	-31%	32%	-19%
CCn1c(=O)c2cc(S(=O)(=O)NC3CCCCC3)ccc2n(CC)c1=O	0	2%[12.7 µM]	13%	2%	/	0%	8%	41%[activator]	-9%
O=C(N/N=C/c1cc([N+](=O)[O-])ccc1O)C12CC3CC(CC(C3)C1)C2	8	-6%	-4%	i	-11%	11%	-23%	20%	-26%
O=C1CCCc2c1ccc1ccccc21	6	/	-5%	4%	1%	10%	/	41%[activator]	19%
O=C(COc1ccccc1)Nc1nnc(-c2ccco2)o1	-1	?	7%	3%	-3%	6%	18µM*	15%	14µM*
COc1cccc(CNC(=O)CCNS(=O)(=O)c2ccc(C)cc2)c1	-3	6%	-1%	-1%	-8%	-3%	-8%	22%	0%
Cc1cc2nc(-c3ccc(SCC(=O)Nc4ccc(S(=O)(=O)N5CCCC5)cc4)nc3)[nH]c2cc1C	-20	-3%	-16%	-8%	19%	?	-25%	7%	-5%
CC1=C(C(=O)Nc2ccccc2)C(c2cccs2)n2nnnc2N1 (centres undefined)	7	9%[59 µM]	21%	-5%	-6%	2%	-6%	11%	-12%
O=C(OCc1ccc([N+](=O)[O-])cc1)c1ccccn1	5	-30%	2%	i	2%	-11%	-26%	9%	-10%
CCOC(=O)CN(C(=O)CNC(=O)c1cccs1)C(C(=O)NC1CCCCC1)c1cccnc1 (centres undefined)	-3	-7%[59 µM]	-10%	-1%	1%	-7%	-5%	16%	-8%
CC(=O)Nc1ccc(S(=O)(=O)NCCC(=O)Nc2ccc(C)c(Cl)c2)cc1	-4	7%[59 µM]	10%	3%	-3%	3%	7%	13%	-7%
Cc1cccc(C)c1NC(=O)CN(C)C(=O)c1ccc2c(=O)n3c(nc2c1)CCC3	-10	19%[12.7 µM]	2%	-1%	-3%	-3%	12%	37%	-6%
COc1ccccc1NC(=O)C1=C(C)Nc2nc(SCc3ccccc3F)nn2C1c1ccncc1 (centres undefined)	1	-6%[59 µM]	8%	0%	-5%	20%	?	40%[activator]	-17%
Cc1ccc(C(=O)CCC(=O)N(C)CC(=O)Nc2c(Cl)cccc2Cl)cc1	4	45%[activator]	1%	-4%	11%	3%	-5%	47%[activator]	0%
Cc1cc(C)cc(NC(=O)C2CCCN(c3cnccn3)C2)c1 (centres undefined)	0	-1%[59 µM]	5%	-1%	-1%	-4%	-23%	31%	-13%
NC(=O)CNC(=O)c1cccc(Cl)c1	4	1%	-1%	1%	8%	9%	-9%	35%	-7%
COc1ccccc1-c1cc(C(=O)N/N=C/c2ccc(C)s2)c2ccccc2n1	0	13%[12.7 µM]	-3%	-7%	-2%	22%	5%	19%	-28%
Cc1scc(C(=O)NCc2ccco2)c1-c1ccccc1	-17	-28%[59 µM]	-2%	-11%	-1%	-1%	?	12%	-27%
CCCC(c1nnnn1Cc1ccc(OC)cc1)N1CCN(C(=O)c2ccco2)CC1 (centres undefined)	-5	?	-8%	0%	9%	-1%	-11%	12%	-5%
COc1cccc(N2CCN(C(=O)CN(C)S(=O)(=O)c3ccc4c(c3)c(=O)n(C)c(=O)n4C)CC2)c1	2	-7%	6%	9%	0%	-3%	5%	25%	-12%
CC(C)C(=O)NC(=S)Nc1ccc(S(=O)(=O)N(C)C)cc1	7	-16%[59 µM]	12%	2%	-3%	8%	-5%	25%	-6%
CCCN=C1NC(=O)C(CC(=O)NCCc2ccccc2)S1 (centres undefined)	-2	?	-10%	-2%	-2%	-1%	-33%	46%[activator]	-8%
O=C1CC2(CCCCC2)Oc2ccc(Cl)cc21	3	/	2%	4%	0%	4%	/	53%[activator]	8%
C/C(Cl)=C\Cn1c(O)c(N=NC(N)=S)c2ccccc21	-1	?	-6%	-5%	5%	-5%	?	4%	?
O=C(O)COc1ccccc1/C=N/NC(=O)CSc1nnc(SCc2ccccc2)s1	-3	-4%	-1%	3%	-9%	?	-35%	18%	-23%
CCOC(=O)CSc1ncc(OC)c(Sc2ccc(Cl)cc2)n1	0	176%[activator][59 µM]	-19%	-6%	-9%	-7%	33%	126%	46%[activator]
CCOc1ccccc1Oc1nc(C)nc2c1oc1ccccc12	2	14%[59 µM]	1%	-10%	2%	3%	61%[activator]	82%[activator]	7%
O=C(Nc1ccccc1)Nc1cccc(-c2nnco2)c1	2	11%	-2%	3%	4%	5%	-3%	28%	-1%
COc1ccc(-c2noc(CCCC(=O)NC3CCCCC3)n2)cc1	-6	-3%[59 µM]	-14%	-2%	-3%	-2%	1%	27%	3%
CCOC(=O)/C(C#N)=C/c1cc(C)n(-c2ccccc2)c1C	6	6%	-7%	-6%	5%	-1%	10%	44%	-7%
CC1=CC(C)(C)N2C(=O)C3(C(C#N)=C(N)Oc4cc(O)ccc43)c3cccc1c32 (centres undefined)	5	-9%[59 µM]	20%	-1%	0%	?	?	-13%	?
COc1ccc(C2CC3(CC(C)(C)NC(=S)N3)Oc3cc(O)cc(C)c32)cc1OC (centres undefined)	-2	?	15%	-6%	-1%	3%	/	1%	?
CCOCCCN(C)C1CCN(S(=O)(=O)c2csc(C(N)=O)c2)CC1	1	20%	14%	1%	1%	6%	-17%	33%[activator]	-6%
O=C(CCc1ccccc1)NNC(=S)Nc1ccc(F)cc1	1	?	-37%	i	-13%	-8%	-6%	-6%	-10%
Cc1nn(C)c(Cl)c1CN1CCC(n2nccc2NC(=O)C2CCCC2)CC1	-1	?	0%	-8%	-6%	0%	-1%	33%	-6%
Cc1ccc(-n2c(=O)c3ccc(C(=O)NCc4ccco4)cc3n(Cc3ccccc3C#N)c2=O)cc1	-5&-1	-3%[59 µM]	-9%&-1%	-3%&-1%	-15%&-9%	8%&7%	8%	26%&8%	-19%&-7%
COC(=O)c1cc(C(=O)c2c(C)cc3ccccn23)cc([N+](=O)[O-])c1	-2	32µM*	2%	4%	-5%	7%	?	?	45µM*
CCn1cc(C(=O)NC(=S)Nc2ccccc2[N+](=O)[O-])cn1	-8	17%[12.7 µM]	19%	i	-3%	-2%	?	6%	-19%
CN(C1=C(NC(=O)c2ccc(Cl)cc2)C(=O)c2ccccc2C1=O)c1ccccc1	-18	8.9µM*	0%	-5%	-13%	0%	8.9µM*	-91%	4.5µM*
Cc1ccc(-c2nn(-c3ccccc3)cc2C(=O)NCC(c2cccs2)N2CCOCC2)cc1 (centres undefined)	1	28%[0.501 µM]	2%	7%	-1%	12%	-6%	0%	-14%
Cc1cc(NC(=O)CSCC(=O)OC(C)C(=O)N(C)Cc2ccccc2)no1 (centres undefined)	1	-3%	-3%	i	2%	-8%	9%	-4%	-11%
Oc1ccc(N=Nc2ccc3c(c2)OCCO3)c2cccnc12	-11	-47%	?	i	-8%	-5%	?	?	20µM*
CC(C)c1nnc(NC(=O)C2CCN(S(=O)(=O)c3ccc(-n4cnnn4)cc3)CC2)s1	0	6%	-4%	-4%	-1%	4%	0%	22%	-4%
O=C(O)c1ccc(/C=N/NC(=O)C(O)(c2ccccc2)c2ccccc2)cc1	0	?	4%	8%	-5%	10%	-16%	31%	-5%
CC(C)c1ccc(S(=O)(=O)N2CCN(C(=O)[C@@H]3CCCN3C(=O)c3cccs3)CC2)cc1	1	45µM*	2%	-2%	-10%	-5%	-2%	29%	-9%
Cc1ccsc1/C=c1\sc2ncnn2c1=O	66	?	6%	i	2%	?	-9%	29%	8%
O=[N+]([O-])c1cccc(C2=NCCS2)c1	0	2%[59 µM]	8%	-2%	-6%	-3%	-1%	3%	-18%
CC(C)c1cc(CN2CCN(CCC#N)CC2)cc(C(C)C)c1O	-4	?	32%[activator]	1%	-1%	-2%	-3%	17%	-25%
Cc1cccn2c(CN[C@@H]3CCCC[C@H]3c3ccccc3)c(C(=O)N3CCOCC3)nc12	-4	-8%	6%	i	2%	-8%	-21%	20%	-12%
